Source: PubChem BioAssay
HepG2 viability – qHTS for Inhibitors of TGF-b: Cytotox Counterscreen. HepG2 CAGA-GFP viability, ATP luminescence, 18 h. Potency, µM (series often up to 46.1 µM), inactives show at the highest dose activity change, negative = cytotoxicity, most hits filed as cytotoxic. 410,000 compounds, 0.76% hits. AID 588856, 2011; also: potency is read from the fitted curve at half-maximal effect; some results filed as inactive show a strong effect at the top dose
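HepG2 CAGA-GFP cells (1000/well, DMEM with 1% FBS) received compound, then TGF-beta at 500 pg/mL final, and were incubated 18 hours at 37 degrees C. Viability was read by CellTiter-Glo luminescence. Media-only wells were set as complete cell-killing and DMSO as no toxicity.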
MCF10A rerep – A quantitative high throughput screen for small molecules that induce DNA re-replication in MCF 10a normal breast cells; MCF 10A DNA re-replication, Hoechst nuclear intensity, 48 h; Potency, µM (titrated, usually from 46.1 µM), without a hit: at the highest dose activity, positive = re-replication, actives largely listed as activators; 350,000 compounds, 2.9% hits; also: potency is read from the fitted curve at half-maximal effect; % of control where 0% means no effect; nearly all actives have a fitted effect of over 50% in size
IL-1B inflam inh – qHTS for Inhibitors of Inflammasome Signaling: IL-1-beta AlphaLISA Primary Screen. THP-1 LPS/ATP IL-1B secretion, AlphaLISA, 16 h; active compounds read low. activity change, % at 57.5 µM. 360,000 compounds, 4.7% hits. AID 743279, 2014; in the data active = activity change below about -50%; inconclusive = mostly about -30% to -49%; also: % is scaled to controls: 0 for no effect and ±100 for the full control effect
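THP-1 cells pretreated 1 hr with compounds (up to 57.5 uM final), then stimulated with LPS (250 ng/mL final) plus ATP (1.25 mM final); secreted IL-1B measured by AlphaLISA after 16 hr, decreased signal indicating inhibition.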
A549 viability – Nrf2 qHTS screen for inhibitors: counterscreen for cytotoxicity; A549 ARE-Fluc cells, CellTiter-Fluor viability, 18-24 h; Potency, µM (series often up to 46 µM), inactives show top-dose activity change, negative = cytotoxicity, usual class: inhibitors; 390,000 compounds, 0.16% hits; AID 504648, 2011; also: potency is read from the fitted curve at half-maximal effect; % is scaled to controls: 0 for no effect and ±100 for the full control effect
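A549 ARE-Fluc cells in 5% FBS OPTI-MEM, 5000 cells/well, rested 2 h then exposed to compounds in concentration-response for 18-24 h at 37 °C. Viability by CellTiter-Fluor fluorescence (Ex 405/Em 525) after 30 min; luciferase luminescence (BugLite, 15 min, RT) read afterwards.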
TGFb SMAD3 inh – qHTS for Inhibitors of TGF-b; HepG2 CAGA-GFP TGF-b/SMAD3 reporter, GFP fluorescence, 18 h; TGF-beta stimulated, 500 pg/mL final; Potency, µM (top dose mostly 46.1 µM), for inactives: top-dose activity, negative = inhibition, most hits filed as inhibitors; 410,000 compounds, 1.2% hits; AID 588855, 2011; also: potency is read from the fitted curve at half-maximal effect; % is scaled to controls: 0 for no effect and ±100 for the full control effect; nearly all actives have a fitted effect of over 65% in size
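Read-out: total well GFP (ex488/em500-530) summed from mean per-cell fluorescence. Cells: HEPG2 CAGA-GFP, 1% FBS DMEM, 18 h at 37 degrees C with 500 pg/mL final TGF-beta. Unstimulated wells served as the full-inhibition control; stimulated DMSO wells = 0%.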
Nrf2 inh – Nrf2 qHTS screen for inhibitors; A549 ARE-Fluc reporter, luciferase luminescence, 18-24 h; Potency, µM (doses to about 46 µM), for the others: at the top dose activity change, negative = inhibition, most hits filed as inhibitors; 360,000 compounds, 2.1% hits; AID 504444, 2011; also: potency is read from the fitted curve at half-maximal effect; % is scaled to controls: 0 for no effect and ±100 for the full control effect; nearly all actives have a fitted effect of over 60% in size
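Concentration-response testing used A549 ARE_Fluc cells at 5000 cells/well. Following an 18-24 h compound incubation, viability was read by fluorescence (Ex 405/Em 525) and luciferase output by luminescence.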
ATXN2 expr inh – Primary qHTS for Inhibitors of ATXN expression | HEK-293 ATXN2-luciferase reporter, luminescence, 24 h | Potency, µM (highest dose often 57 µM), for the others: at the highest dose activity change, negative = inhibition, hits mostly inhibitors | 360,000 compounds, 0.72% hits; also: potency is read from the fitted curve at half-maximal effect; % is scaled to controls: 0 for no effect and ±100 for the full control effect; nearly all actives have a fitted effect of over 55% in size
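ATXN2-luciferase reporter cells (luciferase flanked by upstream and downstream ATXN2 gene portions) were treated 24 h at 37 °C with compounds at up to 57 uM. SteadyGlo luminescence gave expression; GF-AFC fluorescence gave viability.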
Nrf2 ARE act – qHTS of Nrf2 Activators; Potency, µM (highest dose often 46.1 µM), inactives show at the highest dose activation, most hits filed as activators; 410,000 compounds, 0.31% hits; AID 624171, 2012; AREc32 ARE-luciferase reporter (MCF7-derived line), luminescence, 24 h; also: potency is read from the fitted curve at half-maximal effect; % of control where 0% means no effect; nearly all actives have a fitted effect of over 65% in size
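Luciferase luminescence (Steady-Glo, 30 min at room temperature) served as the read-out of ARE activation in AREc32 cells treated with compounds for 24 hr at 37 deg C.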
ATXN viability – Viability Counterscreen for Primary qHTS for Inhibitors of ATXN expression. S2 cells (HEK-293 line with an ATXN2-luciferase reporter) viability, CellTiter-Fluor protease fluorescence, 24 h. Potency, µM (series often up to 56.7 µM), hits mostly cytotoxic. 400,000 compounds, 0.49% hits; also: potency is read from the fitted curve at half-maximal effect; nearly all actives have a fitted effect of over 40% in size
Numbers without * were called inactive; i = inactive; ? = inconclusive; · = no result given; & = joins results of further samples; [ ] = dose if it differs, or a comment. Unless noted, calls follow the shape of the dose curve; as a rule, active = well fitted curve in the direction sought with a large enough effect; inconclusive = small, poorly fitted or top-dose-only effect, or another doubt; inactive = no such curve, though single readings can be large; an effect the other way counts as inactive or inconclusive.

No.	Structure	ATXN2 expr inh	IL-1B inflam inh	Nrf2 inh	HepG2 viability	MCF10A rerep	ATXN viability	TGFb SMAD3 inh	Nrf2 ARE act	A549 viability
1	Cc1cc(C)cc(NC(=S)N2CCC(C(=O)c3ccc(F)cc3)CC2)c1	·	-9.7	6.4%	2.5%	2.7%	i	8.1%	-0.1%	1.5%
2	CCOc1ccccc1NC(=O)C1CCC(=O)N1S(=O)(=O)c1ccc(C)cc1 (stereo not given)	4.9%	7.7	1.4%	-8.2%	2.0%	i	-15.3%	0.0%	4.0%
3	CC(C)n1c(=N)c(C(=O)NC2CCCCC2)cc2c(=O)n3ccccc3nc21	5.8%	·	0.0%	6.6%	·	i	-12.7%	-0.7%	-2.8%
4	Cc1ccc(NC(=O)C2CCN(S(=O)(=O)c3c(C)noc3C)CC2)cc1C	-17.7%&-21.4%	-12.4	-6.5%&-6.2%	-3.1%&-7.8%	8.7%	i	2.0%&-17.1%	-0.1%&0.4%	1.6%&-0.1%
5	CCOC(=O)c1cc(C#N)c(N2CCCNCC2)nc1C(F)(F)F	·	-13.3	-3.7%	2.8%	?	i	5.7%	-0.9%	-2.1%
6	O=C(O)CC(CC(=O)Nc1ccc(-c2ccccc2)cc1)c1ccccc1 (stereo not given)	·	21.2	-17.1%	4.0%	-1.2%	?	15.9%	-0.7%	0.4%
7	O=C(Cc1cccs1)N/N=C/C=C\c1ccco1	-21.9%[11.3 µM]	-6.1	?	2.8%	24.2%	i	-4.6%	11.2µM*	-4.6%
8	C/C(CC1CC(C)(C)OC1=O)=N/Nc1nc(-c2ccccc2)cs1 (stereo not given)	33.8%[activator]	-54.9*	10.7%	14.2%	6.9%	i	-15.2%	7.9%	0.6%
9	CC(=O)Nc1ccc(S(=O)(=O)N2CCN=C2SCc2ccc(F)cc2)cc1	-23.1%	-15.4	?	-31.3%	-16.1%	i	-17.7%	2.2%	-1.6%
10	CCOC(=O)[C@H]1[C@H]2COc3ccccc3[C@@H]2N2C(=O)[C@@H](CO)NC(=O)[C@@]12C	0.0%	20.6	-9.3%	-0.3%	1.5%	i	-3.2%	0.4%	-0.7%
11	CCCCC(CCC(=O)Nc1ccn(-c2ccccc2)n1)C(=O)O (stereo not given)	-5.1%	0.9	-14.7%	-3.4%	0.4%	i	-0.4%	-1.0%	1.8%
12	Cc1nc2oc(C(=O)c3ccc(Br)cc3)c(N)c2c2c1COC(C)(C)C2	-9.1%	-11.5	-5.2%	10.2%	?	i	35.8%[activator]	3.1%	0.9%
13	CS(=O)(=O)N1CCCC(C(=O)NCCCN2CCc3ccccc3C2)C1 (stereo not given)	-0.2%	25.9	-3.6%	-3.3%	17.4%	i	-2.6%	-0.3%	-6.0%
14	COC(=O)Nc1ccc(S(=O)(=O)N2CCC(C(=O)NCc3ccc4c(c3)OCO4)CC2)cc1	1.2%	12.1	-4.9%	-5.3%	-0.6%	i	-1.4%	0.0%	-0.2%
15	O=C(c1cnc2cc(-c3ccccc3)nn2c1)c1cc([N+](=O)[O-])ccc1O	-24.4%	·	?	-16.1%	·	i	?	2.6%	?
16	COc1cc(CN2CCC(C(=O)NC(c3ccc(-c4ccccc4)cc3)c3cnccn3)CC2)cc(OC)c1 (stereo not given)	?	-53.1*	·	22.4µM*	·	?	?	12.6%	·
17	CN(C)CCNC(=O)C(=O)Nc1ccc2c(c1)N(S(=O)(=O)c1cccs1)CCC2	-18.5%	-29.0	28.0%	-29.8%	?	?	3.2%	-0.3%	-29.8%
18	COc1ccc(NC(=S)Nc2ccc(N(C)C(C)=O)cc2)cc1	0.3%	-6.9	-3.0%	0.0%	-42.1%[inhibitor]	i	0.0%	0.0%	0.0%
19	O=C(CCC(=O)N1CCN(c2ccc(F)cc2)CC1)N1CCN(c2ccc(F)cc2)CC1	?	1.7	?	0.3%	17.4%	i	-14.3%	0.2%	-0.6%
20	Cc1nn(C)c(C(=O)Nc2ccc(S(=O)(=O)NC34CC5CC(CC(C5)C3)C4)cc2)c1Br	?	-1.2	14.6µM*	-1.1%	20.2%	?	?	-0.1%	?
21	Cc1cc(SCC(N)=O)nc(SCC(=O)c2ccccc2)n1	1.9%	6.6	0.3%	-18.2%	0.8%	?	8.4%	0.4%	1.6%
22	O=C(Nc1cccnc1)c1cc2cc(Br)ccc2o1	-0.2%	?	?	-37.0%	-1.2%	?	-17.5%	-0.2%	-2.7%
23	CCN(C(=O)Nc1cccc2ccccc12)c1ccccc1	·	12.7	·	-15.7%	·	i	8.1%	8.2%	·
24	COc1ccc2[nH]c(C(=O)O)c(CCN3C(=O)c4ccc(C(=O)O)cc4C3=O)c2c1	39.3%[activator]	20.3	?	-10.8%	2.9%	i	5.5%	3.9%	-0.4%
25	O=C1CCN(Cc2ccc([N+](=O)[O-])cc2)CCN1[C@H](CO)c1ccccc1	2.8%	-2.7	-15.9%	-8.7%&-0.6%	8.9%	i	-19.0%&3.9%	-0.8%	1.0%

The list goes on.
No.	Structure	ATXN2 expr inh	IL-1B inflam inh	Nrf2 inh	HepG2 viability	MCF10A rerep	ATXN viability	TGFb SMAD3 inh	Nrf2 ARE act	A549 viability
26	O=C(NCc1ccc2c(c1)CCN2C(=O)c1ccccc1)Nc1cc(F)ccc1F	·	·	·	-15.6%	·	·	-0.6%	0.1%	-11.0%
27	O=C(N=c1ccn(-c2nc3ccccc3nc2NS(=O)(=O)c2ccccc2)cc1)c1ccccc1Cl	·	-7.4	0.0%	-4.1%	?	i	58.0%[activator]	0.3%	-2.0%
28	COCCCNC(=O)CC1C[C@H](C(=O)N2CCOCC2)[C@@]2(C)c3[nH]c4ccccc4c3CCN2C1=O (stereo not given in full)	0.7%	6.1	1.0%	1.5%	-0.5%	i	-0.7%	0.3%	-4.4%
29	Cc1nn2c(=O)cc(COC(=O)C(c3ccccc3)c3ccccc3)nc2s1	-11.5%	·	?	-15.6%	·	i	?	3.7%	-10.8%
30	COc1ccc(N2CCN(C(=S)Nc3cccc(C)c3)CC2)cc1	2.3%	2.6	-1.1%	-7.0%	-8.8%	i	0.2%	-0.5%	14.3%
31	Cc1ccc(NC(=O)COC(=O)CN2CSCC2=O)cc1C	5.5%	4.4	-2.2%	-43.4%	-3.9%	i	11.4%	0.5%	-7.8%
32	CCOC(=O)c1c(C)[nH]c(C)c1S(=O)(=O)NCC(=O)NCc1ccccc1Cl	6.5%	·	?	-2.0%	·	i	-5.9%	-0.1%	12.1%
33	O=C1CC(N2CCN(Cc3ccc4c(c3)OCO4)CC2)C(=O)N1c1cccc(Cl)c1 (stereo not given)	-0.9%	21.4	-1.9%	-1.0%	?	?	-1.3%	-0.4%	6.0%
34	COc1ccc(N2C(=O)c3ccccc3NC2c2ccc(OC)c(Cn3nnc4ccccc43)c2)cc1 (stereo not given)	35.0%[activator]	-8.8	2.4%	13.2%	-12.0%	?	15.0%	4.3%	-21.1%
35	CC(C)[C@@H](C(=O)N[C@@H](C(=O)O)c1ccccc1)N1C(=O)N2CCc3c([nH]c4ccccc34)[C@@]2(C)C1=O	-6.5%	20.6	0.0%	-2.2%	2.1%	i	-18.9%	0.4%	1.2%
36	Cc1ccc(NC(=O)/C(=C\c2cccc([N+](=O)[O-])c2)NC(=O)c2cccs2)cc1	-7.0%	-0.9	14.4%	-18.9%	6.8%	i	4.3%	4.4%	2.6%
37	COc1ccc(NC(=O)NC[C@@H]2CC[C@@H](Cc3ccc(-c4ccccc4)cc3)O2)cc1	27.8%	-0.5	-12.2%	-15.9%	-7.8%	i	-7.2%	7.2%	-9.0%
38	O=[N+]([O-])c1cccc(C(=S)N2CCN(c3ccccc3F)CC2)c1	-12.7%	-4.1	-12.1%	9.9%	8.9%	i	13.1%	0.1%	5.7%
39	Cc1ccccc1CSCCC(=O)NCCC1=CCCCC1	-15.2%	5.2	6.7%	34.8%	17.2%	i	11.5%	-0.1%	-1.3%
40	c1ccc(COc2ccc(OCCCN3CCCC3)cc2)cc1	-34.4%	2.8	8.1%	-0.7%	?	?	0.8%	-1.2%	2.3%
41	CCN(CC)c1ccc(NC(=O)COc2ccc(C#N)cc2)cc1S(=O)(=O)Nc1ccc(OC)cc1	-19.2%	1.5	-10.0%	-38.9%	0.6%	i	-7.4%	-0.7%	-6.3%
42	Cc1ccccc1N1CCN(C2CCCN(C(=O)c3cnsn3)C2)CC1 (stereo not given)	5.4%	-8.5	-9.2%	1.8%	8.5%	i	-6.4%	-0.4%	1.2%
43	CCOC(=O)c1sc(NC(=O)CCCCl)nc1C	2.5%	19.0	5.6%	0.3%	9.1%	i	2.0%	-0.2%	-2.2%
44	Cc1oncc1C(=O)Nc1cccc2ccccc12	3.7%	13.5	-2.6%	5.9%	-1.5%	i	3.7%	6.8%	-8.5%
45	O=C(CCl)Nc1cn(-c2ccccc2)nc1-c1ccc(F)cc1	?	-107.1*	5.6%	-90.0%	?	?	?	-2.3%	-4.9%

An excerpt from above, limited to TGFb SMAD3 inh, Nrf2 ARE act and ATXN viability.
cpd | molecule | TGFb SMAD3 inh | Nrf2 ARE act | ATXN viability
41 | CCN(CC)c1ccc(NC(=O)COc2ccc(C#N)cc2)cc1S(=O)(=O)Nc1ccc(OC)cc1 | -7.4% | -0.7% | i
31 | Cc1ccc(NC(=O)COC(=O)CN2CSCC2=O)cc1C | 11.4% | 0.5% | i
33 | O=C1CC(N2CCN(Cc3ccc4c(c3)OCO4)CC2)C(=O)N1c1cccc(Cl)c1 (stereo not given) | -1.3% | -0.4% | ?
